Screens deposited in PubChem by several laboratories.
SR-BI uptake up = activators of SR-BI mediated DiI-HDL uptake, primary screen, ldlA[mSR-BI] CHO cells, DiI fluorescence; 320,000 tested, 0.096% active; 3 h; 100 = double the neutral-control signal; activation, % at 12.5 µM;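 active means mean replicate activation of at least 60% and every replicate at or above 60%; inconclusive means mean or all-replicate condition met, but not both; inactive means mean below 60% and not all replicates reaching 60%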;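 further: 0% = median plate neutral-control signal and 100% = twice that signal; values of inactives mirror those of a sister screen read the other way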
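Test system: SR-BI-overexpressing, LDLR-lacking CHO cells. Measured by: DiI fluorescence, bottom read. Medium: Ham's F12 with 0.5% BSA, HEPES 25 mM, pH 7.4. Timing: 3 h uptake period with compound, 37 °C.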
phage Ecoli inh = growth loss of phage-infected E. coli, primary screen, RecBCD inhibitor project, absorbance, with phage, HTS | 360,000 tested, 0.26% active | AID 651602, 2012 | inhibition, % at 11.9 µM; in the data active means inhibition above about 11%
CAL PDZ FP-1 = untagged CAL PDZ binding inhibitors, primary screen, biochemical, fluorescence polarization, HTS; purified CAL PDZ, TMR-peptide fluorescence polarization, 1 h; inhibition, % at 24.9 µM; Golgi-associated PDZ and coiled-coil motif-containing protein (Homo sapiens), Q9HD26; AID 602252, 2012; 300,000 tested, 0.92% active;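 active means mean inhibition of at least 30% with at least half of replicates also reaching 30%; inconclusive means no clear call, values can overlap the other calls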;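 further: 0% = DMSO neutral control and 100% = excess unlabeled competitor peptide PRC23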
Tat transport = E. coli Tat export inhibitors, primary screen, MC4100, TorA-mCherry reporter, fluorescence, single point; inhibition, % at 10 µM; 340,000 tested, 0.036% active;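 active means mean replicate inhibition at least 50% and at least half of replicates individually reaching 50%; inconclusive means only one of the two criteria met; inactive means neither criterion met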;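 further: exported cargo escapes ClpAP degradation while cytoplasmic cargo is degraded and loses fluorescence; 0% = median of neutral control wells and 100% = median of NaSCN control wells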
MITF TRPM1 HTS = activators of MITF-driven TRPM1 promoter reporter, primary screen, cell-based, SK-MEL-5, luciferase, single point. activation, % at 12.5 µM. SK-MEL-5 TRPM1-promoter luciferase, 24 h; % of positive control, neutral wells = 0. AID 588334, 2011. 300,000 tested, 0.75% active;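 active means mean activation of at least 80% with every replicate also reaching 80%; inconclusive means mean reaches 80% but some replicate falls short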;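 further: 0% = neutral control wells and 100% = parthenolide positive control wells; values of inactives mirror those of a sister screen read the other way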
CAL PDZ FP-2 = CAL PDZ peptide-binding inhibitors, primary screen, biochemical, fluorescence polarization, Cer-tagged CAL PDZ, HTS; purified CAL PDZ, TMR-peptide fluorescence polarization, 1 h; Golgi-associated PDZ and coiled-coil motif-containing protein (Homo sapiens), Q9HD26; 330,000 tested, 0.02% active; inhibition, % at 20 µM; AID 504414, 2011;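 active means highest replicate inhibition of at least 40%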;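 further: plate controls were DMSO neutral control wells for no effect and unlabeled competitor peptide control wells for full effect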
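Material: tagged CAL PDZ domain; buffer or medium: 25 mM sodium phosphate pH 7.4, 150 mM NaCl, TCEP, IgG, Thesit; compound dosing: single point, 20 µM; schedule: 1 h incubation at room temperature before polarization reading; measured by: FP readout, S and P plane fluorescence; read-out basis: percent inhibition from loss of millipolarization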
E coli growth = E. coli V3065 growth inhibition, primary screen, counter-screen for AddAB inhibitor project, absorbance, OD600 | 330,000 tested, 0.27% active | inhibition, % at 11.9 µM | 18 h;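 active means inhibition above the campaign's mean inhibition across all tested compounds plus 3 SD, cut at about 9.9% in these data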;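 further: uninfected addAB+ strain grown without phage in ampicillin broth; 0% = DMSO wells and 100% = ciprofloxacin 0.95 µg/ml wells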
AddAB inh = growth inhibition of E. coli expressing H. pylori AddAB, primary screen, AddAB inhibitor project, absorbance; inhibition, % at 11.9 µM; AID 435030, 2010; 330,000 tested, 0.29% active; in the data active means inhibition above about 12%;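 further: 0% = vehicle wells of infected cells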
SR-BI DiI inh = inhibitors of SR-BI mediated HDL lipid uptake, primary screen, ldlA[mSR-BI] cells, fluorescence, single point; Scavenger receptor class B member 1 (Mus musculus), Q61009; ldlA[mSR-BI] CHO cells, DiI-HDL uptake fluorescence, 3 h; inhibition, % at 12.5 µM; 320,000 tested, 0.96% active; AID 488896, 2010;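 active means mean replicate inhibition of at least 70% and a set share of replicates each scoring 70 or more; inconclusive means meets just one of the two criteria; inactive means fails both criteria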;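 further: 0% = median of neutral control wells and 100% = median of positive control wells; values of inactives mirror those of a sister screen read the other way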
Target sequence (Q61009 whole entry, looked up): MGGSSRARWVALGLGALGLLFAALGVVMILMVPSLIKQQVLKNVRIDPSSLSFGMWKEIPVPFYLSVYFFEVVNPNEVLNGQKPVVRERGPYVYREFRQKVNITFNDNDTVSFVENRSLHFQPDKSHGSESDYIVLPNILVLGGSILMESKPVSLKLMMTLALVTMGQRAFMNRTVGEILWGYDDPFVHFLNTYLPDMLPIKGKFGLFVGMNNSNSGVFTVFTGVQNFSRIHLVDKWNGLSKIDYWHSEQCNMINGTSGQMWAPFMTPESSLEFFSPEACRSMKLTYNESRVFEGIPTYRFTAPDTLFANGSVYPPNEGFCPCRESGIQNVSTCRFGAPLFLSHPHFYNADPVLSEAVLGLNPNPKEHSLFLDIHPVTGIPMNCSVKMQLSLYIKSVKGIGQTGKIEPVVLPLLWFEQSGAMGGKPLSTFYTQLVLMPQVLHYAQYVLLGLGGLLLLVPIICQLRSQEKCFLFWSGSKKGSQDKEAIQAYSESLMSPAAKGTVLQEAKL
Wnt bcat act = Wnt/beta-catenin pathway activators, primary screen, cell-based, plate reader, single point. activation, % at 9.35 µM. AID 743398, 2014. Wnt/beta-catenin reporter cell assay, activator. 300,000 tested, 1.2% active; in the data active means activation above about 30%, passing the limit was not always enough; inconclusive means no clear call, values can overlap the other calls;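 further: 0% = neutral control wells and 100% = positive control wells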
Active calls of the source: *; ? = inconclusive; · = not tested or not shown.

SMILES	SR-BI uptake up	phage Ecoli inh	CAL PDZ FP-1	Tat transport	MITF TRPM1 HTS	CAL PDZ FP-2	E coli growth	AddAB inh	SR-BI DiI inh	Wnt bcat act
COc1ccc(N(CC(=O)NC2CCCCC2)S(=O)(=O)c2cccnc2)cc1	12	1.7	-3	7	-10	-1.2	0.3	2.5	-12	1
CC(COS(N)(=O)=O)Cc1ccc(C(F)(F)F)cc1 (centres undefined)	12	1.9	0	-3	13	1.9	-0.6	0.3	-12	-3
Cc1ccc2c(C(=O)CN3CCCCC3CCO)c(C)[nH]c2c1 (centres undefined)	-32	0.3	·	-4	·	-0.1	-2.6	-0.3	32	-1
CCOC(=O)c1ccc(NC(=S)Nc2ccccc2)cc1	-5	4.2	-4	2	2	-2.2	0.9	4.2	5	4
CCCC(C(=O)Nc1cc(S(=O)(=O)N2CCOCC2)ccc1OC)c1ccccc1 (centres undefined)	·	1.2	-3	-5	-16	-1.1	0.3	-0.3	16	1
CCOC(=O)CN1C(=O)N[C@@H](c2ccccc2)C(C(C)=O)=C1C	13	·	-6	-1	-1	-0.5	-1.6	1.6	-13	·
CCn1c(C)nc2cc(C(=O)OCCC(F)(F)F)ccc21	1	1.2	2	1	44	-0.3	2.0	1.7	-1	·
COc1ccccc1NC(=O)CCCc1nnc2n(C)c(=O)c3sccc3n12	13	0.9	-6	-1	-8	-1.3	-0.9	3.4	-13	-2
COc1cccc(CC(=O)Nc2nc(C)cs2)c1	5	2.9	3	-6	13	-1.6	0.8	0.9	-5	4
COc1cc(/C=N/NC(=O)c2cccc([N+](=O)[O-])c2)ccc1OCc1ccccc1	-89	3.0	2	4	?	-0.4	3.9	1.7	89*	11
COC(=O)C1=C(CSCc2ccccc2)NC(=O)NC1c1cc(C)ccc1C (centres undefined)	-9	1.6	-2	6	4	-0.3	-0.8	-0.8	9	-1
O=C(C1=C[C@H](c2csc3ccccc23)C[C@H](OCc2ccc(CO)cc2)O1)N1CCN(Cc2ccc3c(c2)OCO3)CC1	-31	0.6	-2	4	-17	-1.4	0.7	1.1	31	-6
Cc1cc(C(=O)NCCC2=CCCCC2)no1	7	1.6	·	12	39	-2.4	0.2	0.4	-7	·
COCCn1nnnc1C(CC(C)C)N1CCN(c2cccc(OC)c2)CC1 (centres undefined)	-21	1.3	-1	-2	6	-0.4	·	·	21	·
NC(=O)CSc1nnc(COc2ccccc2)n1C1CCCCC1	-13	0.4	·	-3	6	-2.2	·	·	13	·
Cc1ccc2oc(=O)c3cnn(CC(=O)NCCC(C)C)c3c2c1	29	4.0	-2	-7	·	1.7	-0.6	-2.3	-29	-2
CCC(C)NC(=O)Cn1c(=O)n(-c2ccccc2)c(=O)c2ccc(C(=O)NCc3ccco3)cc21 (centres undefined)	1	0.3	-5	0	·	·	-2.2	1.6	-1	0
C=CCn1c(=O)c(C(=O)NCCN(CC)CC)c(O)c2ccccc21	0	1.6	·	-5	-6	-0.2	-1.2	0.0	0	·
O=C(COC(=O)c1cc(S(=O)(=O)NCc2ccccc2)ccc1O)c1cc2ccccc2o1	-3	3.2	-6	2	-4	-0.1	0.3	1.9	3	-2
CCOC(=O)N1CCN(C(=O)Nc2ccc(Cl)cc2Cl)CC1	24	2.1	1	4	-4	-2.7	-1.0	1.6	-24	2

Brought forward from above: 2 entries; new compounds follow.
SMILES	SR-BI uptake up	phage Ecoli inh	CAL PDZ FP-1	Tat transport	MITF TRPM1 HTS	CAL PDZ FP-2	E coli growth	AddAB inh	SR-BI DiI inh	Wnt bcat act
O=C(COC(=O)c1cc(S(=O)(=O)NCc2ccccc2)ccc1O)c1cc2ccccc2o1	-3	3.2	-6	2	-4	-0.1	0.3	1.9	3	-2
CCOC(=O)N1CCN(C(=O)Nc2ccc(Cl)cc2Cl)CC1	24	2.1	1	4	-4	-2.7	-1.0	1.6	-24	2
CC(=O)c1ccc(NC(=O)C(C)OC(=O)c2ccc3c(c2)nc(C)n3-c2ccccc2)cc1 (centres undefined)	-31	2.2	-2	6	-7	-4.0	-1.9	0.1	31	-2
O=C(COc1ccc(N2CC(C(=O)O)CC2=O)cc1)Nc1cccc(C(F)(F)F)c1 (centres undefined)	·	0.0	·	-3	-8	-1.8	-0.1	0.8	·	·
C=Cn1cc[n+](CC(=O)c2ccc(Cl)cc2)c1	15	1.9	0	6	-1	0.3	-0.3	3.3	-15	0
NS(=O)(=O)c1ccc(CCNc2nc(CN3CCCCC3)nc3sc4c(c23)CCC4)cc1	18	2.3	10	4	18	-1.3	-0.1	-0.4	-18	-2
Cc1ccc(C(=O)OCC(=O)N2CC(C)CC(C)C2)cc1S(=O)(=O)N1CCCCC1 (centres undefined)	-5	-0.1	7	2	-9	-2.6	-2.5	-0.5	5	-4
CN(C)CC(C)(C)CNC(=O)c1cc(=O)c2ccccc2o1	7	2.5	-31	-3	14	-0.8	1.4	0.8	-7	0
Cc1nnsc1C(=O)N/N=C/c1ccc2ccccc2c1O	-126	-3.0	-1	-2	-68	-2.5	-0.7	5.6	126*	·
Cc1cc(=S)cc(C)n1CCCO	15	0.6	0	-4	·	-0.1	-2.4	3.6	-15	·
Cc1cc(=O)n2nc(N3CCCC3C(=O)NCCCN3CC(C)CC(C)C3)sc2n1 (centres undefined)	7	2.5	-7	-9	0	0.8	1.5	0.1	-7	·
CCOC(=O)CCCCC(=O)c1[nH]c(=O)[nH]c1Cn1ccnc1	4	-0.5	-1	-2	6	-3.8	-1.2	-0.5	-4	·
CCc1ccc(OCc2nnc(SCC(=O)NC3CCCCC3)o2)cc1	·	1.2	-3	6	·	-1.5	-1.9	-3.0	·	5
O=C(CSc1ncnc2nc[nH]c12)c1ccccc1	29	0.9	7	-10	42	-0.7	-2.0	0.4	-29	27
N=C1C(c2nc3ccccc3s2)=C(O)CN1Cc1ccccc1	-13	2.5	-4	-9	30	-0.1	1.2	2.1	13	·
CCN(CC)C(=O)[C@H]1C[C@H](CC(=O)NCCCOC)C(=O)N2CCc3c([nH]c4cc(CCC(=O)N(C)C)ccc34)[C@]12C	11	2.0	-4	-3	9	0.0	0.7	-1.9	-11	0
CN(c1ccccc1C(=O)Nc1ccccc1C(=O)NCc1ccco1)S(C)(=O)=O	·	3.4	-3	1	·	1.2	1.3	3.7	·	·
CC(=O)c1ccc2c(c1)CC1(C2)Cc2cc3c(cc2C1)C(=O)CC3 (centres undefined)	-2	2.9	-2	4	9	-2.2	·	·	2	-4
CC(C)Oc1ccc(CNC2CCOC(C)(C)C2)cc1 (centres undefined)	23	-0.2	0	-11	4	-3.1	0.7	2.2	-23	·
CC(=O)N1N=C(c2ccccc2)OC1c1ccc([N+](=O)[O-])s1 (centres undefined)	-2	·	2	-2	-3	-0.6	1.2	-2.2	2	·
CN1C(=S)SC(N2OC3C(=O)N(c4ccccc4)C(=O)C3C2c2ccc(Cl)cc2)C1(C)C (centres undefined)	-14	2.3	-1	-5	4	-2.2	-0.2	2.1	14	·
O=C(Nc1ccc(N2CCOCC2)cc1N1CCOCC1)c1ccc(Br)cc1	-9	2.6	·	-4	-7	-0.3	2.4	-1.7	9	0
CC(C)N(C(=O)C[n+]1ccsc1N)c1ccccc1	0	3.4	-1	12	1	0.8	-1.5	1.4	0	0
O=C(CSc1ncc(-c2ccccc2)n1C1CCCC1)N1CCc2ccccc21	-17	-0.1	0	-5	-13	-2.9	-3.0	0.2	17	0
CCOC(=O)/C=C1\SCC(=O)N1CC(=O)NC(C)c1ccc(F)cc1 (centres undefined)	-5	2.2	-3	-9	5	-0.8	-0.2	-0.5	5	·
O=C(c1cc(COc2ccc(F)c(F)c2)on1)N1CCN(C2CCCCC2)C(=O)C1	4	1.2	-1	8	22	-2.5	-1.4	2.1	-4	3
Cc1cccc(-c2nc(CN3CCCC(C(=O)NC4CCC(C)CC4)C3)c(C)o2)c1 (centres undefined)	-10	0.9	-4	-2	·	-2.9	-0.2	0.1	10	-5
C(=C\c1ccccc1)/CSc1nnc(-c2ccccc2)n1Cc1ccco1	0	4.1	·	11	-10	-1.8	0.2	0.7	0	·
CCN(c1ccccc1)c1ncnc2c1cnn2-c1ccccc1	-32	1.6	·	9	·	-1.6	-0.3	-1.5	32	10
COc1cc(-c2nc3n(c(=O)c2C#N)CCS3)cc(OC)c1OC	-16	0.9	-6	2	3	·	-2.6	3.0	16	0
O=C(c1cccs1)N1CCC(c2nc(-c3ccc(S(=O)(=O)N4CCOCC4)cc3)no2)CC1	-5	4.2	0	4	-13	·	-0.3	3.8	5	·
COc1ccccc1NC(=O)c1sc2ncn(Cc3ccc(C)cc3)c(=O)c2c1C	-44	1.7	-5	1	4	-1.3	-2.7	1.6	44	·
COC(=O)/C(=C\Nc1ccc(Cl)cc1Cl)NC(=O)c1ccc(OC)cc1	-83	2.4	1	-1	-21	0.4	-0.5	1.6	83*	-3
COc1cccc2sc3ccc(NCc4ccc5c(c4)OCO5)cc3c(=O)c12	-1	1.9	12	5	20	1.1	0.0	6.3	1	0
O=C(Nc1cccc(Cl)c1)N(Cc1nc2ccccc2c(=O)[nH]1)Cc1cccs1	-10	2.5	-1	5	-4	-1.6	0.5	5.7	10	·
COc1ccccc1Nc1nn2c(=O)c3ccc(C(=O)NCc4cccnc4)cc3nc2s1	-15	·	-3	-6	15	-1.5	-0.9	1.2	15	·
COc1ccc(Nc2nccc(-c3ccc(C#N)cc3)n2)cc1	-37	1.5	2	1	-3	-1.2	-0.5	-0.2	37	3
Cc1ccccc1-c1nnc(SCCC(=O)N2CCOCC2)o1	8	2.6	-3	0	1	-1.1	-0.8	-0.2	-8	0
Cn1c(C(=O)NCC2CCCO2)cc2c(=O)[nH]c3ccccc3c21 (centres undefined)	16	1.4	-5	7	·	·	0.2	-0.7	-16	0
COc1ccc(S(=O)(=O)NC2(C(F)(F)F)NC(=O)N(CCc3ccc(OC)c(OC)c3)C2=O)cc1 (centres undefined)	34	3.3	-9	-1	-12	-0.1	2.6	3.9	-34	-4
O=S(=O)(c1ccccc1)N1CCN=C1SCc1cccc(Cl)c1	·	3.5	-2	11	-10	-2.0	-0.2	0.4	·	-1
